DSG3 Ab inh – inhibitors of pemphigus antibody binding to DSG3, primary screen, biochemical, bead-based, flow cytometry, scFv-GFP. Desmoglein-3 (Homo sapiens), P32926. DSG3-coupled beads, scFv-anti-DSG3-GFP binding; active compounds read low. binding (percent of control), % at 10 µM. 310,000 tested, 0.48% active;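 active = binding more than 3 SD below its plate's average and above zero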;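 also: hits lower antibody fragment binding to DSG3; some compounds called inactive have numbers as strong as hits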
Target sequence (P32926 whole entry, looked up, the tested form may be a part): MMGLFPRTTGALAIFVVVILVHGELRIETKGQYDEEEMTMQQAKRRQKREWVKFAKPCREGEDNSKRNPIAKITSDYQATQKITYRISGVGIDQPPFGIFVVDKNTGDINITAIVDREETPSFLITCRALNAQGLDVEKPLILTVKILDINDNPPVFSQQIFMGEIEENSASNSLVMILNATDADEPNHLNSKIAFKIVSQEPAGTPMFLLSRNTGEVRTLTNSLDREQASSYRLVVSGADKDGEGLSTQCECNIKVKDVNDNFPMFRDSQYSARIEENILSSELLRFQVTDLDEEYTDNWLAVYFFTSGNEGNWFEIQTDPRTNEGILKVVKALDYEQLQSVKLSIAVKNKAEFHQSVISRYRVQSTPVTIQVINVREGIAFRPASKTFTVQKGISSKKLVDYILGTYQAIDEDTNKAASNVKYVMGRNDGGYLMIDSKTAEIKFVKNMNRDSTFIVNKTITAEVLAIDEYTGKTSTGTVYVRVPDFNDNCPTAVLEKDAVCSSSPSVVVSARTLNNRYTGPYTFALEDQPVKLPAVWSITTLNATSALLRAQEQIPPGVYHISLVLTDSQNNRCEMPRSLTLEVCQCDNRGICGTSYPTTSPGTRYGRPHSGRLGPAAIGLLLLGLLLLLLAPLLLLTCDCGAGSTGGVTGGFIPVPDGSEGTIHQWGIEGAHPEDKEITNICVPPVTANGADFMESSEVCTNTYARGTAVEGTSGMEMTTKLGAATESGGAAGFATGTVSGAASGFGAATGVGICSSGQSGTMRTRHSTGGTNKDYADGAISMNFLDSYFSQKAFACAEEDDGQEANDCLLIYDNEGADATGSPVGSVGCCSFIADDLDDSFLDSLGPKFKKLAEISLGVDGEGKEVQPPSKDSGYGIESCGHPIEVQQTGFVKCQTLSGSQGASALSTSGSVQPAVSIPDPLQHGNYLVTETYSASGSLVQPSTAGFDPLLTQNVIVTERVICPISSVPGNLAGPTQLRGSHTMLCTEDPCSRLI
PKA-R1A activ – activators of PKA-R1A holoenzyme, primary screen, biochemical, fluorescence polarization, Cy5-IP20, bovine R1A, mouse PKAc | 340,000 tested, 0.083% active | activation, % at 11.4 µM | cAMP-dependent protein kinase type I-alpha regulatory subunit (Bos taurus) + … | PKA-R1A dissociation; scaled: DMSO 0%, 113 µM cGMP 100% | AID 504707, 2011;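 active = percent activation above the mean of all tested compounds plus 3 SD, cut at about 19% in these data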;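 also: higher means more PKAc released from R1A so a rise in polarization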
phage Ecoli inh – growth loss of phage-infected E. coli, primary screen, RecBCD inhibitor project, absorbance, with phage, HTS; AID 651602, 2012; 360,000 tested, 0.26% active; inhibition, % at 11.9 µM; in the data active = inhibition above about 11%
The depositor's hits bear a star. Not all compounds are listed; rates above refer to the full screens.

How did O=C(NCCCN1CCC(Cc2ccccc2)CC1)c1ccc(CS(=O)c2ccccc2Cl)o1 (stereo unspecified) do in these assays?
DSG3 Ab inh: 104; PKA-R1A activ: -2; phage Ecoli inh: 0.5

How did Cc1cccc(NC(=O)CN(C)C(=O)Cc2ccc(-c3ccccc3)cc2)c1C do in these assays?
DSG3 Ab inh: 98; PKA-R1A activ: -1; phage Ecoli inh: 2.0

What do the screens show for `C[C@H]1CN(CCc2ccccc2)C(=O)[C@@H]1CC(=O)Nc1ccccc1`?
DSG3 Ab inh: 103; PKA-R1A activ: -2; phage Ecoli inh: 3.8

Results for Cc1c(N(C)S(=O)(=O)c2cccc(C(=O)NCc3cccnc3)c2)c(=O)n(-c2ccccc2)n1C ?
DSG3 Ab inh: 103; PKA-R1A activ: -3; phage Ecoli inh: 2.8

What do the screens show for `CCC(=NNS(=O)(=O)c1ccc(C)cc1)c1ccc(OC)c(C)c1`?
DSG3 Ab inh: 104; PKA-R1A activ: -11; phage Ecoli inh: 2.9

What do the screens show for `COc1ccc(CCNS(=O)(=O)c2ccc3c(c2)CC(C)N3C(=O)C2CC2)cc1OC` (stereo unspecified)?
DSG3 Ab inh: 98; PKA-R1A activ: 3; phage Ecoli inh: 4.7

What do the screens show for `CSc1ncccc1C(=O)N1CCCC(N2CCN(c3ccccc3C)CC2)C1` (stereo unspecified)?
DSG3 Ab inh: 104; PKA-R1A activ: 11; phage Ecoli inh: -1.6

How did CN(Cc1ccc(Cl)c(Cl)c1)C(=O)C1CC(=O)N(c2ccc3c(c2)OCCO3)C1 (stereo unspecified) do in these assays?
DSG3 Ab inh: 92; PKA-R1A activ: 1; phage Ecoli inh: 0.5

How did COc1ccccc1N1CCN(C(=O)c2cc(-c3ccccc3)nc3c2cnn3C(C)C)CC1 do in these assays?
DSG3 Ab inh: 100; PKA-R1A activ: 4; phage Ecoli inh: 1.8

How did CC(C)(C)Cc1c(-c2ccccc2)nc2ccc(Cl)cn12 do in these assays?
DSG3 Ab inh: 98; PKA-R1A activ: -6; phage Ecoli inh: 3.3

Results for Cc1[nH]c2ccccc2c1C(=O)C(=O)NCc1nnnn1-c1cccc(F)c1 ?
DSG3 Ab inh: 110; PKA-R1A activ: 2; phage Ecoli inh: 1.6

How did Cc1ccc(NC(=O)c2ccc(OCC3CCCO3)cc2)cc1Cl (stereo unspecified) do in these assays?
DSG3 Ab inh: 94; PKA-R1A activ: -13; phage Ecoli inh: 4.9

How did Cc1ccc(S(=O)(=O)CCC(=O)Nc2cc(C)on2)cc1 do in these assays?
DSG3 Ab inh: 104; PKA-R1A activ: 4; phage Ecoli inh: 0.6

Results for Cn1ncc([N+](=O)[O-])c1C(=O)Nc1ccccc1C#N ?
DSG3 Ab inh: 101; PKA-R1A activ: -6; phage Ecoli inh: 2.2

What do the screens show for `COc1ccc(CCNC(=O)CCCn2c(=S)[nH]c3cc4c(cc3c2=O)OCO4)cc1OC`?
DSG3 Ab inh: 100; PKA-R1A activ: -7; phage Ecoli inh: 1.1

What do the screens show for `C[C@H](CO)N1C[C@H](C)[C@@H](CN(C)C(=O)Nc2ccccc2F)Oc2ncc(Br)cc2C1=O`?
DSG3 Ab inh: 100; PKA-R1A activ: 5; phage Ecoli inh: 2.3

What do the screens show for `Cc1cccc(NC(=O)Oc2ccc(Cl)c3cccnc23)c1`?
DSG3 Ab inh: 104; PKA-R1A activ: 3; phage Ecoli inh: 2.3

Results for Cc1ccccc1N1CCN(C2CCCN(C(=O)CSc3ccccn3)C2)CC1 (stereo unspecified) ?
DSG3 Ab inh: 97; PKA-R1A activ: 2; phage Ecoli inh: -0.8

How did COc1ccc(/C=C/C(=O)OCC(=O)c2cc(C)ccc2C)cc1 do in these assays?
DSG3 Ab inh: 108; PKA-R1A activ: 3; phage Ecoli inh: 0.0

How did O=C(OCC(=O)N1CCN(c2ccccc2)CC1)c1cc(F)c(F)cc1Cl do in these assays?
DSG3 Ab inh: 97; PKA-R1A activ: 3; phage Ecoli inh: 4.2

What do the screens show for `O=C1Nc2cc(C(=O)NCCN3CCCCCC3)ccc2S/C1=C/c1ccccc1F`?
DSG3 Ab inh: 108; PKA-R1A activ: -4; phage Ecoli inh: 1.6

What do the screens show for `CC(C)=C(c1ccc(Cl)cc1)c1c(N)ncnc1N`?
DSG3 Ab inh: 101; PKA-R1A activ: 1; phage Ecoli inh: 2.7

Results for CCOc1ccc(C(=O)N[C@H](C(=O)N2CCN(c3ncccn3)CC2)C(C)C)cc1 ?
DSG3 Ab inh: 108; PKA-R1A activ: -4; phage Ecoli inh: 3.6

How did O=C(c1cc2ccccc2o1)N1CCN(Cc2nc3ccccc3s2)CC1 do in these assays?
DSG3 Ab inh: 92; PKA-R1A activ: 8; phage Ecoli inh: 0.0

What do the screens show for `CCc1ccccc1NC(=O)CNC(=O)c1ccc(S(=O)(=O)NCc2ccco2)cc1`?
DSG3 Ab inh: 102; PKA-R1A activ: -7; phage Ecoli inh: 0.9

How did Cc1nc(SCC(=O)Nc2sccc2C(N)=O)c2c(C)c(C)sc2n1 do in these assays?
DSG3 Ab inh: 97; PKA-R1A activ: -3; phage Ecoli inh: 1.1

Results for C[C@H](CO)N1C[C@H](C)[C@H](CN(C)S(=O)(=O)c2ccc(C#N)cc2)OCc2cnnn2CCCC1=O ?
DSG3 Ab inh: 104; PKA-R1A activ: 7; phage Ecoli inh: 0.1

Results for COCCCNC1=C(C#N)C(=O)NC(c2cccs2)S1 (stereo unspecified) ?
DSG3 Ab inh: 108; PKA-R1A activ: -9; phage Ecoli inh: 1.8

Results for COc1ccc(C(=O)CC(C#N)c2ccc3c(c2)OCO3)cc1OC (stereo unspecified) ?
DSG3 Ab inh: 98; PKA-R1A activ: -3; phage Ecoli inh: -1.4

What do the screens show for `C[C@@H]1CN([C@H](C)CO)C(=O)c2cc(Br)cnc2O[C@@H]1CN(C)Cc1ccc(-c2ccccc2)cc1`?
DSG3 Ab inh: 97; PKA-R1A activ: -2; phage Ecoli inh: 1.9

Results for O=C(CCN1C(=O)c2ccccc2C1=O)c1ccccc1 ?
DSG3 Ab inh: 109; PKA-R1A activ: 10; phage Ecoli inh: 2.8

Results for CSc1ncnc2c1ncn2CCCN[C@H](C)c1cccc2ccccc12 ?
DSG3 Ab inh: 109; PKA-R1A activ: -4; phage Ecoli inh: 0.1

How did CN(CCc1ccccc1)C(=O)CC1C(=O)NCCN1Cc1ccccn1 (stereo unspecified) do in these assays?
DSG3 Ab inh: 99; PKA-R1A activ: -7; phage Ecoli inh: 2.7

Results for COc1ccc(CNC(=O)O[C@]23C[C@H]4C(=O)N(c5ccccc5)C(=O)[C@H]4C[C@@]2(O)CN(S(=O)(=O)c2ccc(C)cc2)C3)cc1OC ?
DSG3 Ab inh: 113; PKA-R1A activ: -14; phage Ecoli inh: 3.2

How did Cc1ccc([C@H]2C[C@H](n3cc(COC(=O)c4ccccc4)nn3)[C@@H](O)CN2C(=O)c2cccs2)cc1 do in these assays?
DSG3 Ab inh: 98; PKA-R1A activ: 0; phage Ecoli inh: 1.9

Results for CN(C(=O)COC(=O)Cc1ccc(Br)cc1)c1c(N)n(Cc2ccccc2)c(=O)[nH]c1=O ?
DSG3 Ab inh: 107; PKA-R1A activ: 11; phage Ecoli inh: -0.5

How did Cc1ccccc1-c1nc(S(=O)(=O)c2ccccc2)c(NCCN2CCOCC2)o1 do in these assays?
DSG3 Ab inh: 112; PKA-R1A activ: -3; phage Ecoli inh: 3.3

What do the screens show for `Cc1cccnc1NS(=O)(=O)c1ccccc1`?
DSG3 Ab inh: 104; PKA-R1A activ: 2; phage Ecoli inh: 4.0

Results for Cc1ccc([C@H]2C[C@@H](n3cc(C4CC4)nn3)[C@H](O)CN2CC2CCCCC2)cc1 ?
DSG3 Ab inh: 101; PKA-R1A activ: 2; phage Ecoli inh: -0.9

Results for CC(=O)N1N=C(N)SC1c1ccc(Cl)c(Cl)c1 (stereo unspecified) ?
DSG3 Ab inh: 109; PKA-R1A activ: -6; phage Ecoli inh: 2.2

What do the screens show for `Cc1ccc(S(=O)(=O)N2CC3(O)CN(C(=O)OC(C)C)N(C(=O)OC(C)C)CC3(OC(=O)NCC3CCCCC3)C2)cc1` (stereo unspecified)?
DSG3 Ab inh: 103; PKA-R1A activ: -5; phage Ecoli inh: 2.2

What do the screens show for `O=C(C1CCCCC1)N1C[C@@H](n2cc(-c3ccc(F)cc3)nn2)[C@H](O)C[C@@H]1c1ccc(Cl)cc1`?
DSG3 Ab inh: 103; PKA-R1A activ: -12; phage Ecoli inh: 1.9

Results for Cc1cc(N2CCN(C(=O)c3ccoc3)CC2)n2nc(-c3ccccc3)cc2n1 ?
DSG3 Ab inh: 98; PKA-R1A activ: -18; phage Ecoli inh: 3.1

What do the screens show for `c1ccc2c(c1)C1=NCCN1c1ccccc1-2`?
DSG3 Ab inh: 100; PKA-R1A activ: 4; phage Ecoli inh: 3.9

What do the screens show for `FCc1nc2nc(Cl)c(Cl)nc2[nH]1`?
DSG3 Ab inh: 99; PKA-R1A activ: 9; phage Ecoli inh: 4.4

How did C[C@@H]1CN([C@H](C)CO)C(=O)CCCn2cc(nn2)CO[C@H]1CN(C)C(=O)Nc1ccnc(N2CCOCC2)c1 do in these assays?
DSG3 Ab inh: 108; PKA-R1A activ: -8; phage Ecoli inh: 1.2

How did CC(OC(=O)[C@@H](NS(=O)(=O)c1ccccc1)C(C)C)C(=O)c1c(N)n(C)c(=O)n(C)c1=O (stereo partly specified) do in these assays?
DSG3 Ab inh: 112; PKA-R1A activ: 4; phage Ecoli inh: -1.9

What do the screens show for `O=C1CCC(C(=O)N2CCN(c3ccccc3)CC2)CN1Cc1ccc(Cl)cc1` (stereo unspecified)?
DSG3 Ab inh: 102; PKA-R1A activ: 4; phage Ecoli inh: 0.8

Results for COc1ccc(C(CC(=O)c2ccc(C)cc2)Sc2ccccc2N)cc1 (stereo unspecified) ?
DSG3 Ab inh: 107; PKA-R1A activ: -8; phage Ecoli inh: 3.1

What do the screens show for `COc1ccc2c(Cl)cc(NC(=O)Nc3c(C)cccc3C)nc2c1`?
DSG3 Ab inh: 105; PKA-R1A activ: 4; phage Ecoli inh: 2.5

What do the screens show for `COC(=O)c1cc(S(=O)(=O)NCC(C)c2ccccc2)c[nH]1` (stereo unspecified)?
DSG3 Ab inh: 108; PKA-R1A activ: -6; phage Ecoli inh: -2.6

Results for COc1ccc(S(=O)(=O)N2CCCCC2)cc1C(=O)NC1CCS(=O)(=O)C1 (stereo unspecified) ?
DSG3 Ab inh: 102; PKA-R1A activ: 1; phage Ecoli inh: 2.1

What do the screens show for `CCCCCCN1C[C@H](n2cc(-c3ccc(F)cc3)nn2)[C@@H](O)C[C@@H]1c1ccc(Cl)cc1`?
DSG3 Ab inh: 105; PKA-R1A activ: -13; phage Ecoli inh: 1.6

How did COc1ccc(-c2nc(NC(=O)c3ccco3)sc2C)cc1 do in these assays?
DSG3 Ab inh: 98; PKA-R1A activ: 1; phage Ecoli inh: 0.8

Results for COc1ccc(S(=O)(=O)N2CC=C(c3ccccc3)CC2)cc1OC ?
DSG3 Ab inh: 98; PKA-R1A activ: -2; phage Ecoli inh: 1.7

Results for COCCn1c(=S)[nH]c2cc(C(=O)NCc3ccc(F)cc3)ccc2c1=O ?
DSG3 Ab inh: 97; PKA-R1A activ: -2; phage Ecoli inh: 2.1

What do the screens show for `C[C@@H]1CN([C@@H](C)CO)C(=O)CCCn2nncc2CO[C@H]1CN(C)C(=O)OCc1ccccc1`?
DSG3 Ab inh: 100; PKA-R1A activ: 3; phage Ecoli inh: 2.5

How did NC1=CC(=O)C(=O)c2cccnc21 do in these assays?
DSG3 Ab inh: 99; PKA-R1A activ: 1; phage Ecoli inh: 3.4

What do the screens show for `CC(C)(C)OC(=O)N1CCc2onc(-c3ccc(N)cc3)c2C1=O`?
DSG3 Ab inh: 99; PKA-R1A activ: -4; phage Ecoli inh: -1.8

Results for O=c1[nH]nc(-c2ccc[nH]2)[nH]1 ?
DSG3 Ab inh: 104; PKA-R1A activ: -8; phage Ecoli inh: 1.6

Screening data: PubChem, several laboratories
